proCasp7 act: counter-screen: procaspase-7 (human) activation | P55210 | recombinant procaspase-7, Ac-DEVD-pNA absorbance 405 nm; D23A/D198A/D206A triple mutant, cannot self-cleave; scale: DMSO 0, 5 µM enzyme 100 | actives 0.093% (n = 330,000) | activation, % at 8.5 µM;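 active = percent activation above the screen-wide mean plus 3 SD, cut at about 25% in these data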
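System: Uncleavable procaspase-7 mutant enzyme; Amount: 2 µM procaspase-7 mutant as dispensed; Schedule: 1 h compound preincubation, 2 h substrate cleavage, 25 °C; Measured by: 405 nm absorbance of p-nitroaniline; Evaluation: percent activation from buffer-corrected 0–120 min absorbance change; Control set: low DMSO alone, high DMSO plus 5 µM PC-7.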
LAP4 TOR yeast: yeast TOR pathway LAP4-GFP modulation | S. cerevisiae LAP4-GFP multiplex, flow cytometry GFP, 3 h; median GFP as percent of DMSO wells | GFP response vs DMSO, % at 10 µM | actives 0.34% (n = 320,000) | AID 2023;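 active = GFP response vs DMSO above a set limit, about the screen mean plus 3 SD, cut at about 150% in these data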
EBNA-1 inh: blocks EBNA-1 binding to DNA | inhibition, % at 14.8 µM | EBNA-1 DNA binding, fluorescence polarization | actives 0.34% (n = 300,000); in the data active = inhibition above about 28%
RPL19A-GFP yeast: alters RPL19A-GFP fluorescence in TOR pathway yeast screen | S. cerevisiae RPL19A-GFP strain, flow cytometry, 3 h; stronger effect = lower value | percent response vs DMSO, % at 10 µM | actives 0.3% (n = 330,000);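 active = percent response vs DMSO below 50%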;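 also: median channel GFP fluorescence of the barcoded RPL19A-GFP strain; ratio of sample median GFP to plate DMSO average so 100% = DMSO; lower means less RPL19A-GFP as with rapamycin TOR inhibition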
AHR activator: activates the human aryl hydrocarbon receptor; P35869; AHR-responsive luciferase reporter cells, luminescence; activation, % at 5 µM; actives 2.5% (n = 320,000); AID 2796; in the data active = activation above about 47%;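 also: 0% = vehicle wells and 100% = reference agonist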
Target sequence (P35869 whole entry, looked up): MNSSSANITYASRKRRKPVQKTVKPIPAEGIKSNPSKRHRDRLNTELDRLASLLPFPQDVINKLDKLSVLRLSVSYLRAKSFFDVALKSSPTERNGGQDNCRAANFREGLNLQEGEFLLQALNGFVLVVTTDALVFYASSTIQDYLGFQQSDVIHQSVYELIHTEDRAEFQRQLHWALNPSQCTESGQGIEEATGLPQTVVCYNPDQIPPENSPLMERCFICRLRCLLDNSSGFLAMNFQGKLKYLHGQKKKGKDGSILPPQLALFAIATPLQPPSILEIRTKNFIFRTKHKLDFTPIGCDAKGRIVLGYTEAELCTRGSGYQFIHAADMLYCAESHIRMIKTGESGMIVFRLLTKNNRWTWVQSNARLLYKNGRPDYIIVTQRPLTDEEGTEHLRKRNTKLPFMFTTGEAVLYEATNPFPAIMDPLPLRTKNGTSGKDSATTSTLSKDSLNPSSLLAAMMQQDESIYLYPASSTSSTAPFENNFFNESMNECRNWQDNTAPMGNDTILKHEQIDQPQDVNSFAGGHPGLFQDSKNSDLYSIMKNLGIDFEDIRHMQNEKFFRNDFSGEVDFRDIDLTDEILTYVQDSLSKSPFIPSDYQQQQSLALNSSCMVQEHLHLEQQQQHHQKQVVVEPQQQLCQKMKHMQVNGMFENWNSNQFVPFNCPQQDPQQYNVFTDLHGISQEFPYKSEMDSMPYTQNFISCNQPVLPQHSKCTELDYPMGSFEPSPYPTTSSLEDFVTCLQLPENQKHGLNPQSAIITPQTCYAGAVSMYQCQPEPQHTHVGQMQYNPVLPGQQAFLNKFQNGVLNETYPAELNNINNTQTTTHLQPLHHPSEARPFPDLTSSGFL
MEP2 TOR yeast: alters MEP2-GFP fluorescence in TOR pathway yeast screen. S. cerevisiae MEP2-GFP strain, flow cytometry GFP, 3 h; 100% = DMSO control level. AID 2016. actives 0.51% (n = 330,000). GFP response vs DMSO, % at 10 µM;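 active = GFP response versus DMSO above a set limit, roughly screen mean plus 3 SD, cut at about 180% in these data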;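 also: median GFP fluorescence of the barcode-gated MEP2-GFP cells per well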
procasp3 activ: procaspase-3 (human) activation | activation, % at 8.5 µM | recombinant procaspase-3 D3A, Ac-DEVD-pNA absorbance 405 nm | actives 0.11% (n = 330,000) | P42574 | AID 463141;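 active = activation above the mean of all tested compounds plus 3 SD, cut at about 21% in these data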;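 also: 0% = DMSO alone and 100% = DMSO wells spiked with extra 5 µM PC-3 D3A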
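material = Procaspase-3 D3A mutant | probe or stimulus = Ac-DEVD-pNA | compound = single dose, 8.5 µM nominal compound, 0.8% DMSO | timing = 1 h preincubation, 2 h reaction | measured by = 405 nm absorbance of p-nitroaniline, reads at 0 and 120 min | benchmarks = DMSO-only low control, 5 µM PC-3 D3A high control | repeats = singlicate, each compound tested once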
ZTA DNA inh: ZTA (EBV) inhibition in EBNA-1 counter-screen | P03206 | actives 0.15% (n = 320,000) | ZTA-DNA binding, fluorescence polarization | inhibition, % at 11 µM | AID 2234; in the data active = inhibition above about 33%
Active calls of the source: *; . = no result given.

SMILES | proCasp7 act | LAP4 TOR yeast | EBNA-1 inh | RPL19A-GFP yeast | AHR activator | MEP2 TOR yeast | procasp3 activ | ZTA DNA inh
O=C(NCCCn1cccn1)c1cc(COc2ccc(F)cc2Cl)on1 | 0 | 116 | -1 | 114 | 0 | 110 | 5 | 4
Cc1cc(NC(=O)COc2cccc(Oc3ccccc3)c2)no1 | -4 | 107 | -3 | 99 | 4 | 108 | -4 | 6
CC(=O)Nc1cccc(C(=O)NC2CCCc3c2cnn3-c2ccc(C(C)(C)C)cc2)c1 (stereo not given) | -3 | 103 | -17 | 100 | 6 | 105 | -1 | 3
Cc1cc(S(=O)(=O)N2CCCC(N(C)CCc3ccccn3)C2)c(C)cc1Cl (stereo not given) | -1 | 82 | -22 | 105 | 3 | 109 | 2 | -13
O=C1CCCN1CCCN1CC(C(=O)N(CCO)Cc2ccccc2)CCC1=O (stereo not given) | -1 | 106 | -2 | 104 | 1 | 113 | -1 | 6
Cn1c(CCC(=O)Nc2ccccc2F)nnc1SCC(=O)Nc1ccccc1Cl | -2 | 104 | -6 | 96 | 2 | 104 | -3 | -7
Cc1noc(C)c1S(=O)(=O)NCc1ccc2c(c1)OCO2 | -1 | 94 | 5 | 103 | 8 | 106 | 3 | -7
CC(C)Oc1cccc(C(=O)NC(=S)Nc2ccc(Cl)c(C(=O)O)c2)c1 | -19 | 100 | 10 | 99 | 2 | 98 | -9 | 9
Cc1ccc(-c2nn(C)c(=O)c3ccccc23)cc1CN1CCCCC1 | 0 | 111 | 4 | 94 | 4 | 93 | -1 | 12
O=C1CN(C(=O)c2cccc([N+](=O)[O-])c2)CC(=O)N1 | 12 | 90 | -1 | 103 | 1 | 113 | 4 | 0
Cc1cc(NC(=O)CCC(=O)N(Cc2ccco2)C(C(=O)NC2CCCC2)c2ccccc2C)no1 (stereo not given) | -4 | 102 | -3 | 100 | 1 | 101 | -1 | 2
Cc1cccc(C(=O)NCCN2CCN(c3ccccc3)CC2)c1 | 10 | 107 | 6 | 101 | 0 | 101 | -8 | 11
CCCC(O)(CCC)C(=O)NNc1ccc(C)cc1 | 3 | 110 | 1 | 102 | 0 | 94 | 1 | -3
COc1ccc(Cc2nnc(NC(=O)CSc3ccc(C)cc3)s2)cc1 | -3 | 88 | 4 | 99 | 5 | 102 | -1 | 3
Cc1cccc(/C(N)=N/OC(=O)c2ccccc2Cl)c1 | 8 | 112 | -13 | 102 | 8 | 118 | 1 | -13
C/C(=N\Nc1ccc2nncn2n1)c1ccc(Br)s1 | -10 | 108 | 5 | 92 | 78* | 91 | 0 | 13
COC(=O)C1=C(O)/C(=C\c2ccc(OCC(=O)Nc3ccccc3)cc2)N=C1C | 10 | 109 | 0 | 98 | -1 | 131 | 6 | 5
O=C(CSc1ccc2nnc(-c3ccncc3)n2n1)Nc1ccccc1F | -9 | 89 | -10 | 100 | 10 | 96 | 11 | 3
COC(=O)c1ccc(C(=O)OC)c(NC(=O)COC(=O)c2ccccc2OC)c1 | 12 | 98 | 4 | 104 | 1 | 96 | 6 | -1
COc1ccccc1C(=O)NC(=O)COC(=O)c1cccc(C)c1O | 5 | 115 | 6 | 97 | -2 | 95 | -4 | 4

Some of the entries so far, tab-delimited.
mol	proCasp7 act	LAP4 TOR yeast	EBNA-1 inh	RPL19A-GFP yeast	AHR activator	MEP2 TOR yeast	procasp3 activ	ZTA DNA inh
Cc1cccc(/C(N)=N/OC(=O)c2ccccc2Cl)c1	8	112	-13	102	8	118	1	-13
Cc1cc(S(=O)(=O)N2CCCC(N(C)CCc3ccccn3)C2)c(C)cc1Cl (stereo not given)	-1	82	-22	105	3	109	2	-13
COc1ccccc1C(=O)NC(=O)COC(=O)c1cccc(C)c1O	5	115	6	97	-2	95	-4	4

Part of the list above, with values under each structure:
Values run as follows: proCasp7 act	LAP4 TOR yeast	EBNA-1 inh	RPL19A-GFP yeast	AHR activator	MEP2 TOR yeast	procasp3 activ	ZTA DNA inh
- Cc1cccc(C(=O)NCCN2CCN(c3ccccc3)CC2)c1
    10	107	6	101	0	101	-8	11
- CCCC(O)(CCC)C(=O)NNc1ccc(C)cc1
    3	110	1	102	0	94	1	-3
- COc1ccc(Cc2nnc(NC(=O)CSc3ccc(C)cc3)s2)cc1
    -3	88	4	99	5	102	-1	3

The list continues:
SMILES | proCasp7 act | LAP4 TOR yeast | EBNA-1 inh | RPL19A-GFP yeast | AHR activator | MEP2 TOR yeast | procasp3 activ | ZTA DNA inh
CCn1c(=O)c(C(=O)CN2CC(C)OC(C)C2)c(N)n(Cc2ccccc2)c1=O (stereo not given) | 7 | 99 | 13 | 98 | 1 | 97 | 6 | -4
Cc1c(/C(O)=C2/C(=O)C(=O)N(Cc3cccnc3)C2c2cccs2)cnn1-c1ccccc1 (stereo not given) | -31 | 83 | -3 | 93 | -1 | 89 | -4 | 14
Fc1cccc(/C=N/Nc2cc(N3CCOCC3)ncn2)c1 | 6 | 96 | -2 | 101 | 19 | 117 | 0 | -5
COc1ccc(C2C(=O)c3ccccc3C2=O)cc1 | 1 | 119 | 5 | 102 | 0 | 95 | 3 | -4
CCOC(=O)c1cnc(SCC(=O)Nc2nc(C)c(C)s2)nc1N | 8 | 91 | -1 | 100 | 9 | 104 | 0 | -20
Cc1nn(C)cc1C=NCCOCc1ccccc1 | 4 | 100 | 17 | 99 | 1 | 100 | 6 | 5
COc1ccc(OC)c(/C=N/NC(=O)c2cc[n+](CC(=O)c3ccccc3)cc2)c1 | -23 | 102 | -4 | 99 | 9 | 105 | -15 | -2
OCCN1CCN(CC(O)COc2ccc3ccccc3c2)CC1 (stereo not given) | 8 | 102 | -2 | 103 | -1 | 106 | 1 | -3
CCC(C)OC1OC(CO)C(O)C(O)C1NC(C)=O (stereo not given) | 7 | 104 | 3 | 107 | -1 | 108 | 8 | 4
COc1ccc(C(=O)Nc2cccc(/C=C/c3nc4ccccc4c(=O)[nH]3)c2)cc1 | -3 | 107 | 4 | 101 | 38 | 109 | -2 | 12
Cc1ccccc1-c1nc(-c2ccc(NC(=O)c3ccc4c(c3)OCO4)cc2)no1 | 5 | 96 | 1 | 97 | 2 | 103 | -5 | -1
COc1ccc(Cn2c(C)cc3c(c2=O)C(c2cccs2)C(C#N)=C(N)O3)cc1OC (stereo not given) | 12 | 101 | 17 | 101 | 7 | 104 | 0 | 14
CC(C)N(Cc1cc2ccccc2[nH]c1=O)C(=O)C1CCCCC1 | -1 | 103 | -8 | 99 | 7 | 103 | -7 | -8
Cc1ccc(-c2ccc(=O)n(CC(=O)Nc3cccc(C(=O)N4CCN(C)CC4)c3)n2)cc1 | 10 | 106 | 0 | 103 | 5 | 98 | 7 | 9
O=C(CSc1cccs1)Nc1cccc2ccccc12 | -3 | 93 | -1 | 117 | 7 | 129 | 9 | -6
O=C(NCCc1ccccc1)c1ccccc1NS(=O)(=O)N1CCCC1 | 1 | 92 | 3 | 91 | 16 | 98 | 0 | -5
O=c1[nH]c(=O)c2cn[nH]c2[nH]1 | 6 | 104 | 1 | 100 | -4 | 97 | -6 | -10
CC(C)(C)SCCNC(=O)/C=C/c1ccc([N+](=O)[O-])cc1 | 2 | 91 | -2 | 98 | 10 | 106 | -7 | 2
Cc1cc(NS(=O)(=O)c2ccc(Nc3nc(-c4sc(N)nc4C)cs3)cc2)no1 | -21 | 98 | 4 | 91 | 4 | 97 | -20 | 27
CCC(C)N(C(=O)CSc1nc(C)c(C)c(C)c1C#N)C1CCS(=O)(=O)C1 (stereo not given) | -5 | 97 | . | 91 | 1 | 95 | -2 | 3
CCCCCN1N=C(C)CC1=O | -26 | 108 | -15 | 104 | 3 | 98 | -8 | 4
CCCN(CCC)CCCNC(=O)c1cn(CC)c2ccc(S(=O)(=O)N3CCc4ccccc4C3)cc2c1=O | -3 | 93 | -9 | 103 | 0 | 97 | 13 | -2
CCOC(=O)Cc1nnc(NC(=O)C(CC)Sc2nc(C)cc(C)n2)s1 (stereo not given) | 9 | 96 | 0 | 101 | -2 | 102 | 4 | -20
COc1ccc(NC(=O)NNS(=O)(=O)c2ccc(OC)c(OC)c2)c(OC)c1 | 1 | 90 | 7 | 120 | 2 | 110 | 7 | 1
COCCNC(=O)[C@@H]1CSC2c3ccc(OC)c(OC)c3C(=O)N21 (stereo not given in full) | 17 | 91 | -7 | 97 | 0 | 96 | 1 | -28
c1ccc(N=C(c2cccs2)N2CCOCC2)cc1 | 8 | 95 | -4 | 94 | 0 | 97 | -1 | 2
CC1(C)CC(=O)C2=C(C1)NC(=O)CC2c1cc(F)ccc1F (stereo not given) | -11 | 96 | 9 | 96 | 8 | 95 | 3 | 2
CCN(CC)CCN1C(=O)c2oc3ccc(F)cc3c(=O)c2C1c1ccncc1 (stereo not given) | -10 | 97 | -2 | 98 | 7 | 100 | -7 | 0
Cc1ccc(N2CCN(S(=O)(=O)N(C)C)CC2)cc1Cl | 17 | 115 | 10 | 102 | 0 | 102 | 8 | 10
CN(c1ccc(C(=O)NC2CCCCC2)cc1)S(=O)(=O)c1ccccc1 | 4 | 128 | 9 | 101 | 9 | 142 | 0 | -1
CCN1C(=O)/C(=C\c2ccncc2)SC1=S | -21 | 143 | -8 | 95 | 0 | 86 | -4 | 4
CCOC(=O)c1c(NC(=O)CSc2ncnc3ccccc23)sc(C(C)=O)c1C | -8 | 98 | 11 | 108 | 10 | 105 | -8 | -2

In another format: 2 of the compounds above
CCOC(=O)c1cnc(SCC(=O)Nc2nc(C)c(C)s2)nc1N
  proCasp7 act: 8; LAP4 TOR yeast: 91; EBNA-1 inh: -1; RPL19A-GFP yeast: 100; AHR activator: 9; MEP2 TOR yeast: 104; procasp3 activ: 0; ZTA DNA inh: -20
Cc1cccc(C(=O)NCCN2CCN(c3ccccc3)CC2)c1
  proCasp7 act: 10; LAP4 TOR yeast: 107; EBNA-1 inh: 6; RPL19A-GFP yeast: 101; AHR activator: 0; MEP2 TOR yeast: 101; procasp3 activ: -8; ZTA DNA inh: 11

Bioassay records: PubChem, several laboratories
